Screening results (PubChem)
Jurkat NFkB inh: inhibitors of the PMA/ionomycin-induced NF-kB reporter in Jurkat cells | PMA/ionomycin-induced NF-kB luciferase reporter, luminescence | inhibition, % at 4 µM | hit rate 0.53% among 330,000
SENP7 inh: inhibitors of human SENP7 protease; inhibition, % at 5 µM; recombinant SENP7, Z-RLRGG-aminoluciferin luminescence, 40 min; hit rate 1.5% among 330,000;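 active = inhibition above about 50% at the single test dose, limit read from the data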;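 also: plate controls were DMSO with enzyme for no effect and no enzyme buffer wells for full effect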
Apaf-1 inh: inhibitors of human Apaf-1 apoptosome; reconstituted apoptosome caspase-3 activity, DEVD-Rh110 fluorescence; hit rate 0.71% among 330,000; AID 489030; inhibition, % at 20 µM; active = inhibition of at least 40% at 20 µM;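 also: plate controls were DMSO wells for no effect and DEVD-CHO caspase inhibitor wells for full effect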
Target sequence (O14727 whole entry, looked up): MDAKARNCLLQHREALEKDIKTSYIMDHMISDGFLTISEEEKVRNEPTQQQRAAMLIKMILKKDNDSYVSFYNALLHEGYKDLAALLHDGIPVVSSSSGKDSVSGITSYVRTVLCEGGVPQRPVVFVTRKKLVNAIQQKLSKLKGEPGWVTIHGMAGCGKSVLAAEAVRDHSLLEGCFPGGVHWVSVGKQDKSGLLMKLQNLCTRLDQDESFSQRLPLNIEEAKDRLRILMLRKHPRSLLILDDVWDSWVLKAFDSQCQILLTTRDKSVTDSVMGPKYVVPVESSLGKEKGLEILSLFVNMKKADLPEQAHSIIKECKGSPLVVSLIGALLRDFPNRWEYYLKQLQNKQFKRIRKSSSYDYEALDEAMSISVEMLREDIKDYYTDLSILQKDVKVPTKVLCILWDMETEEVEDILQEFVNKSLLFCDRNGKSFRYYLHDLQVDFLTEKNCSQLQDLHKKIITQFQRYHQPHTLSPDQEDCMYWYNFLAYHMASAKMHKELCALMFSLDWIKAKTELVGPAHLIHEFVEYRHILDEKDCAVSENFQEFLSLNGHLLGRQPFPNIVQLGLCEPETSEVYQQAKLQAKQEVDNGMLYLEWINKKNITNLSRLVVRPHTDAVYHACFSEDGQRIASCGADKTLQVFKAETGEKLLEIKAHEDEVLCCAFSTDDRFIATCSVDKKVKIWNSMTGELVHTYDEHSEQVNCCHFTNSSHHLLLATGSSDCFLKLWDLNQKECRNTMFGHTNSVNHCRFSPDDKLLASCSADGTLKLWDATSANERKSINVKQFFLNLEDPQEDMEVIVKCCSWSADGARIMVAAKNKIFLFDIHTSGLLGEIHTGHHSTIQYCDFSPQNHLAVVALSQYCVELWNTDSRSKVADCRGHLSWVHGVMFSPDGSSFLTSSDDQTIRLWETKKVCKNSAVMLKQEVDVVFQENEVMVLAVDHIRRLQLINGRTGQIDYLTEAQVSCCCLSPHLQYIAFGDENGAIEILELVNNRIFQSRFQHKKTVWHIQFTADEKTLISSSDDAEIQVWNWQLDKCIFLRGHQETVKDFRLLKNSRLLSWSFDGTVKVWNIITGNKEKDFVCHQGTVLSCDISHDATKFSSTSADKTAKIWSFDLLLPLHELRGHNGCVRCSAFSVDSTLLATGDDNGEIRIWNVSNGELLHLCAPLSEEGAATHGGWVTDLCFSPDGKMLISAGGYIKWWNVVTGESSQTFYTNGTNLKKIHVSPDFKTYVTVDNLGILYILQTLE
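detection = Rh110 fluorescence intensity | test system = biochemical Apaf-1 apoptosome reconstitution | also added = cytochrome c and DEVD-Rh110 substrate | schedule = 30 min plus 50 min, RT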
Gli-Sufu block: Gli-Sufu pathway antagonism; Sufu-KO-LIGHT fibroblasts, Gli luciferase reporter luminescence; inhibition, % at 5 µM; hit rate 0.74% among 340,000; AID 588413;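 active = inhibition above about 55%, limit read from the data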;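 also: 0% = DMSO-treated cells and 100% = wells with medium but no cells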
697 NFkB inh: lowers PMA/ionomycin-induced NF-kB signal in 697 B cells; hit rate 0.33% among 330,000; 697 B-cell NF-kB luciferase reporter, 16 h; inhibition, % at 4 µM; AID 435022; in the data active = inhibition above about 35%
SENP8 inh: blocks the human protease SENP8; Q96LD8; purified SENP8, Z-RLRGG-aminoluciferin cleavage, luminescence; inhibition, % at 10 µM; hit rate 1.2% among 330,000; AID 2540
UBC13 inh: human UBC13 polyubiquitination inhibition; P61088; UBC13 polyubiquitin chain formation, TR-FRET; inhibition, % at 20 µM; hit rate 0.47% among 330,000; AID 485273; in the data active = inhibition above about 45%, passing the limit was not always enough
HKDC1 inh: HKDC1 (human) hexokinase inhibition; Q2TB90; recombinant HKDC1, G6PDH/diaphorase resazurin coupled fluorescence; inhibition, % at 20 µM; hit rate 0.16% among 340,000;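 active = inhibition above about 35% when tested at 20 µM, limit read from the data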;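 also: plate controls were DMSO wells with enzyme for no effect and DMSO wells lacking enzyme for full effect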
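Material: recombinant HKDC1 hexokinase; Amount: HKDC1 at 5 µg/mL; Medium: Tris pH 8.0 buffer with MgCl2, Tween-20, BSA, BME; Schedule: 90 min reaction incubation at room temperature, dark; Technique: coupled resazurin fluorescence, excitation 525 nm, emission 613 nm.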
Active calls of the source: *; . = no result given. Rule as the data show it, unless noted: active = inhibition above about 50%; inactive = the rest.

cpd	structure	Jurkat NFkB inh	SENP7 inh	Apaf-1 inh	Gli-Sufu block	697 NFkB inh	SENP8 inh	UBC13 inh	HKDC1 inh
1	O=C(Cn1nc(-c2ccccc2)ccc1=O)Nc1cccc(NC(=O)c2ccccn2)c1	-4	2	8	.	-8	-3	7	.
2	CCOC(=O)CC1=C(C(=O)OCC)C(c2cccs2)C(C#N)=C(N)O1 (configuration not stated)	6	1	7	5	11	-6	-2	-3
3	CCCCC(=O)Nc1nc2c(s1)COc1ccccc1-2	-6	2	5	-38	12	-18	4	2
4	Cc1cc2oc(=O)cc(CN3CCCCC3)c2cc1C	9	-11	11	30	10	-6	-3	-4
5	O=C(Nc1ccc(OC(F)(F)F)cc1)c1ccccc1-n1cnnn1	-9	-4	4	8	10	-10	-9	2
6	CCOCCn1ccc2c(OCC(=O)Nc3ccccc3OC)cccc2c1=O	25	-3	14	7	-14	-5	38	3
7	Cc1cc(Cl)ccc1OCC(=O)Nc1nc(-c2cccnc2)cs1	12	-2	-26	3	7	6	0	-7
8	Cc1ccc(-c2csc3nc[nH]c(=S)c23)cc1C	5	8	-15	-4	-3	9	-15	7
9	COc1ccccc1CCNC(=O)NC1CCCCC1	-6	5	-15	-23	-12	-7	2	-13
10	COc1ccc(-c2nc(-c3ccc(Br)o3)no2)cc1OC	-91	14	-45	-38	-60	10	4	7
11	O=S(c1ccsc1)c1ccsc1	-6	-3	-8	-1	5	-3	0	-5
12	Cc1ccc(-n2c([C@@H]3C[C@H]3c3ccccc3)n[nH]c2=S)cc1	1	-5	2	6	21	-9	-5	17
13	COc1ccccc1C(=O)NCC(c1ccco1)N1CCc2ccccc21 (configuration not stated)	3	-9	17	-6	-14	-2	-3	-2
14	CCC(=O)NC(=S)Nc1ccc(NC(=S)NC(=O)c2ccc(C)cc2)cc1	17	-2	-25	-2	-6	-2	-9	-2
15	CC(=O)c1ccccc1N(C(=O)Cn1nnc2ccccc21)C(C(=O)NCC1CCCO1)c1ccc(N2CCOCC2)cc1 (configuration not stated)	8	1	-6	15	10	3	-5	-8
16	O=S(=O)(NCc1ccncc1)c1ccc(Br)s1	42	-12	12	70*	51*	-4	-1	-7
17	N=c1c(-c2nc3ccccc3[nH]2)cc(C(=O)c2ccco2)nn1-c1ccccc1	5	-2	36	62*	-13	-2	-56	-7
18	C[C@H](NS(=O)(=O)c1ccccc1)C(=O)N1CCN(C(c2ccccc2)c2ccccc2)CC1	-14	-8	24	-1	-25	-10	-11	2
19	CC(Sc1ccc(S(=O)(=O)N2CCN(C)CC2)cn1)C(=O)NC1(C#N)CCCCC1 (configuration not stated)	5	-13	1	-5	1	2	4	0
20	Oc1c(N=NC(=S)Nc2ccccc2F)c2ccccc2n1Cc1ccc(F)cc1	7	5	3	-3	4	1	-42	-3
21	CCOc1ccccc1NC(=O)CCc1nnc2ccc(N3CCC(C)CC3)nn12	4	14	8	6	1	-7	-2	-1
22	COc1ccc(-n2nnnc2CNC(=O)C(=O)c2c(C)[nH]c3ccccc23)cc1	8	-1	1	8	20	-9	0	-1
23	COc1ccc(C(=O)N2CCn3c(C)ccc3C2C)cc1 (configuration not stated)	-7	-5	17	2	-33	-7	-12	-2
24	CCOc1ccc(CNC(=O)C2CCCN(c3nnc(C)c4c(C)n(-c5ccccc5)nc34)C2)cc1 (configuration not stated)	0	-1	24	31	-72	2	6	8
25	O=S(=O)(Nc1ccccn1)c1ccc(Oc2ccccc2)cc1	-2	3	9	-3	5	0	5	-2
26	Cc1ccc(CNC(=O)/C=C/c2ccc(Br)o2)cc1	13	6	-1	0	-4	-6	10	-7
27	CN1CCN(C(=O)CCCOc2ccc(Cl)cc2Cl)CC1	-6	2	-8	2	-6	3	11	-7
28	CCc1ccccc1NC(=S)/N=C(\N)Nc1nc(C)c2cc(C)ccc2n1	-10	1	-1	-6	-6	-3	1	-2
29	CCOc1ccc(NC(=S)N2CCN(c3ccc(N4CCOCC4)nn3)CC2)cc1	-7	-5	-1	7	-1	-16	1	1
30	CC(C)(C)C(=O)Nc1ccc(C(=O)COC(=O)c2ccccn2)cc1	-10	-5	5	-8	-9	-13	-5	1
31	CC(=O)Nc1ccc(C(=O)NCC2CCCCC2)cc1	-5	-7	1	-3	-6	-6	1	-1
32	CCC1CCCCN1C(=O)c1cc2cc(Br)ccc2oc1=O (configuration not stated)	13	0	-8	-17	7	0	5	-5
33	O=C(Nc1ccc2nn(-c3ccccc3)nc2c1)c1cccs1	-68	-1	-10	-59	-90	-8	12	-6
34	O=S(=O)(NC1CC(NS(=O)(=O)OCC(Cl)(Cl)Cl)C2CCCCC12)OCC(Cl)(Cl)Cl (configuration not stated)	10	2	15	17	27	1	-9	8
35	Cc1ccc(C(=O)NC(=S)NCc2ccccc2)cc1	4	2	14	-3	-7	15	3	-2
36	COc1ccccc1/C=C/C(=O)NCC(=O)N/N=C/c1ccccc1[N+](=O)[O-]	3	-3	-12	-7	1	3	0	-8
37	Cc1cc(=O)oc2cc(OCC(=O)OCC(=O)NC(C)C)ccc12	-6	-7	-6	-5	-16	-1	-3	-2
38	O=C(c1ccc(Cl)c([N+](=O)[O-])c1)N1CCN(Cc2ccc3c(c2)OCO3)CC1	8	6	9	7	15	1	7	-10
39	CCOc1ccc2[nH]c(=O)c(CN(CCc3ccccc3)C(=O)N3CCCC3)cc2c1	-16	-9	21	8	16	-8	4	7
40	CCOc1ccc(CCNC(=O)COC(=O)/C=C/c2ccc(OC(F)F)c(OC)c2)cc1OCC	11	0	3	5	16	1	-1	3
41	Cn1c(=O)oc2cc(S(=O)(=O)CCC(=O)NCCc3ccccc3)ccc21	-3	-2	4	-18	-8	-2	-6	-1
42	O=C(c1cccn2c(=O)c3cc(Br)ccc3nc12)N1CCN(c2ccccn2)CC1	-16	7	-6	-1	12	2	8	-3
43	C[C@@H]1CN([C@H](C)CO)C(=O)c2cc(NS(=O)(=O)c3ccc(F)cc3)ccc2O[C@@H]1CN(C)Cc1ccc(Cl)c(Cl)c1	-12	-2	31	-5	-11	-15	4	-2
44	O=c1c2ccccc2nc(/C=C/c2cccc(Br)c2)n1CCCO	25	-5	23	41	14	-8	6	2
45	O=C(CN1C(=O)COc2ccc(S(=O)(=O)N3CCCC3)cc21)NC1CC1	-13	9	-11	4	7	-5	-1	-1
46	O=S(=O)(Nc1ccc(N2CCOCC2)cc1)c1cccs1	-8	1	-6	-4	17	1	5	8
47	O=[N+]([O-])c1cc2c(cc1/C=N/n1cnnc1)OCO2	14	-1	-1	-7	11	-1	-4	6
48	COc1cc2c(cc1OC)C(SC)=NC1(CCCC1)C2	1	-18	4	0	-21	-7	-1	-5
49	COc1ccc(/C=N/NC(=O)c2ccc(NC(=O)C3CCCCC3)cc2)cc1O	-14	1	12	-3	17	-1	-6	-4
50	CN(C)/C=C/C(=O)c1ccc(Cl)s1	-4	0	-14	13	17	-4	-6	-3

Following part.
cpd	structure	Jurkat NFkB inh	SENP7 inh	Apaf-1 inh	Gli-Sufu block	697 NFkB inh	SENP8 inh	UBC13 inh	HKDC1 inh
51	Cc1ccc(C2C(C#N)=C(N)Oc3cc(N)ccc32)cc1 (configuration not stated)	-36	13	2	10	-4	-7	-2	-2
52	O=C(CC(Cc1ccccc1)C(=O)O)Nc1ccccc1 (configuration not stated)	-3	8	0	-3	-8	3	0	13
53	O=C(NCC(O)c1ccccc1)c1ccccc1 (configuration not stated)	-49	9	-2	-42	-58	-1	2	-1
54	CC(C)(CNC(=O)c1ccc(NS(=O)(=O)c2ccc(Br)cc2)cc1)N1CCOCC1	3	-10	4	-1	-2	-1	5	4
55	O=C(Nc1nc2ccccc2s1)c1cccc(S(=O)(=O)N2CCc3ccccc32)c1	-4	-1	-18	0	-37	7	-4	1
56	Cn1c(Cc2ccccc2)nnc1SCC(=O)c1cccs1	-6	2	-2	-54	-3	3	1	-2
57	O=c1c2ccccc2ccc2ccccc12	-4	7	7	-8	7	-9	4	-4
58	C[C@]12C(=O)N(c3ccc(Cl)cc3)C(=O)N1[C@@H]1c3ccccc3OC[C@@H]1[C@H]2c1ccccc1	-2	-10	19	1	-19	-1	-6	1
59	CCOc1cccc2sc(N(CCCN(C)C)C(=O)c3ccc(C(=O)c4ccccc4)cc3)nc12	-1	2	18	29	-1	-6	29	-6
60	O=C(CS(=O)(=O)c1ccccc1)N1CCN(c2ccccc2)CC1	-4	-3	-8	-17	0	7	0	-4
61	COc1ccc(CNS(=O)(=O)c2ccc(C3CNC(=O)C3)cc2)cc1 (configuration not stated)	4	2	-7	1	10	5	1	-5
62	Cc1ccc2oc(=O)c3cnn(CC(=O)N(CCCN4CCOCC4)Cc4ccco4)c3c2c1	-4	-12	12	7	-1	-16	0	-7
63	COc1ccc(NC(=O)[C@@H](NC(=O)c2ccccc2)C(C)C)cc1S(=O)(=O)N1CCCCC1	2	-1	2	4	-1	-8	4	8
64	Cc1cccc(CN2CCC(CNC(=O)Nc3ccc(F)c(Cl)c3)CC2)c1	9	9	9	21	6	-1	23	-2
65	COc1cccc(C(=O)CC(C(=O)O)c2ccc(Cl)cc2)c1 (configuration not stated)	-22	6	2	9	2	4	2	-1
66	O=C(COc1ccc(F)cc1)Nc1nc2c(s1)CCCC2	-24	6	13	-38	-13	-8	5	7
67	O=S(=O)(c1cccc(S(=O)(=O)N2CCN(c3ncccn3)CC2)c1)N1CCOCC1	8	5	-2	2	13	8	-2	9
68	CC(C)S(=O)(=O)c1csc(C(=O)NN)c1-n1cccc1	-1	0	-17	0	12	-1	3	-4
